Bioassay records (PubChem BioAssay)
GPR55 LPI antagonism = GPR55 antagonists blocking LPI-driven arrestin recruitment, primary screen, imaging, U2OS, beta-arrestin-GFP, LPI agonist (AID 2013); U2OS GPR55 beta-arrestin-GFP translocation imaging, LPI antagonism; higher % means a stronger effect; inhibition, % at 10 µM; hits with a dose series show IC50 in µM; 290,000 compounds, 0.13% hits;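 active = spots per cell inhibited over 60%, with over 100 cells counted and total cytoplasm intensity under 500,000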;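 also: U2OS cells stably carrying GPR55 and arrestin-GFP stimulated by 5 µM LPI near EC80; imaged beta-arrestin-GFP aggregate spots per cell after agonist stimulation; plate controls were LPI-stimulated DMSO wells for no effect and DMSO wells without LPI for full effect; some results filed as inactive read as strong as hits; confirmed hits need IC50 under 10 µM and bright autofluorescent wells are also inconclusive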
KOR beta-arrestin-1 = kappa opioid receptor blockers – cell-based, luminescence, uHTS (AID 1778) | KOR beta-arrestin recruitment, luminescence, antagonist mode; higher % means a stronger effect | one-dose inhibition, % at 10 µM; IC50 in µM for titrated hits | 290,000 compounds, 0.091% hits; also: strong numbers were not always called active
Myeloid diff 2 = promotes myeloid progenitor differentiation; ER-HoxA9 myeloid progenitors, lysozyme-GFP differentiation, flow cytometry; calls only at 10 µM; 360,000 compounds, 1% hits; AID 624256;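 active = normalized GFP-positive differentiation at or above the plate's own cutoff, the solvent-only control mean plus 3 SD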;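 also: cells exposed to compound for four days before flow analysis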
KOR beta-arrestin-2 = kappa opioid receptor activators – cell-based, luminescence, uHTS, primary screen (AID 1777). 280,000 compounds, 0.02% hits. activation, % at 10 µM; hits with a dose series show EC50 in µM. KOR beta-arrestin recruitment, luminescence; higher % means a stronger effect; in the data active = activation above about 50%, passing the limit was not always enough; also: a part of the inactive calls stands beside numbers as strong as those of hits
GPR35 antagonists = GPR35 antagonists blocking zaprinast-driven arrestin recruitment, primary screen, imaging, U2OS, beta-arrestin-GFP, zaprinast agonist (AID 2058); U2OS GPR35 beta-arrestin-GFP translocation imaging, zaprinast antagonism; higher % means a stronger effect; 290,000 compounds, 0.052% hits; inhibition, % at 10 µM, or IC50 in µM where a hit was titrated;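 active = inhibition of at least 50% with at least 30 cells and total cytoplasm GFP at most 10,000,000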
NOD2 inhibition = NOD2 signaling inhibitors, cell-based, luminescence, uHTS, HEK293 (AID 1566); HEK293 NOD2/NF-kB luciferase reporter, luminescence; higher % means a stronger effect; inhibition, % at 4 µM; hits with a dose series show EC50 in µM; 290,000 compounds, 0.63% hits; also: many of its hits are not listed in these tables
GPR55 activation = selective activators of receptor GPR55 – imaging, U2OS cells, beta-arrestin-GFP redistribution, primary screen (AID 1961); U2OS GPR55 beta-arrestin-GFP redistribution imaging; higher % means a stronger effect; activation, % at 10 µM; hits with a dose series show EC50 in µM; 290,000 compounds, 0.048% hits;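 active = activation above 40% with more than 50 cells counted in the well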;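 also: U2OS osteosarcoma cells stably expressing GPR55 and beta-arrestin-GFP; plate controls were DMSO negative control for no effect and LPI positive control for full effect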
HIV fusion peptide = cell-free HIV fusion peptide-binding blockers – biochemical, uHTS, fluorescence dequenching, primary screen (AID 1986); inhibition, % at 20 µM, or IC50 in µM where a hit was titrated; 290,000 compounds, 0.3% hits; cell-free peptide binding, fluorescence dequenching, 30 min; higher % means a stronger effect; in the data active = inhibition mostly above about 52%, no sharp cut-off; inactive = mostly below about 76%; also: some results filed as inactive read as strong as hits
NOD1 inhibition = inhibition of NOD1-driven NF-kB reporter – cell-based, luminescence, uHTS, primary screen (AID 1578). NOD1-driven NF-kB luciferase reporter cells, luminescence; higher % means a stronger effect. inhibition, % at 4 µM, or EC50 in µM where a hit was titrated. 290,000 compounds, 1% hits; in the data active = inhibition mostly above about 36%, no sharp cut-off; inactive = mostly below about 34%;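 also: HEK-293T reporter cells stimulated with the NOD1 agonist gamma-tri-DAP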
Myeloid diff 2 GFP+ MAC1+ % = recorded beside Myeloid diff 2, whose call it bears; GFP+ MAC1+ double positive, %; measured here: differentiation confirmed by MAC1 staining
Numbers without * were called inactive; i = inactive; nt = no result given; + = active, no number; [ ] = remark or other dose. Rule as the data show it, unless noted: active = inhibition above about 50%; inactive = the rest. A portion of the library (hit frequency here may not be typical).

mol | KOR beta-arrestin-1 | KOR beta-arrestin-2 | Myeloid diff 2 | NOD1 inhibition | GPR55 activation | GPR35 antagonists | NOD2 inhibition | Myeloid diff 2 GFP+ MAC1+ % | HIV fusion peptide | GPR55 LPI antagonism
CC(CCc1ccccc1)NC(=O)CN1CCN(c2ccccc2)CC1 (centres undefined) | -31% | -1.9% | i | 5% | 0.2% | 3% | 15% | 0.1 | -1.1% | 3%
CCCCc1nc(SCC(=O)Nc2nnc(CCCC)s2)n[nH]1 | -14% | -2.1% | i | -12% | -0.2% | -13% | -1% | 0.7 | -0.4% | 0%
CCCC(c1nnnn1Cc1ccc(OC)cc1)N1CCN(C(=O)c2ccco2)CC1 (centres undefined) | -4% | -0.5% | i | -16% | -0.1% | 28% | -2% | 0.6 | -0.5% | -5%
CC(CC(C)C(=O)N1CCOCCN(C(=O)C(C)CC(C)C(=O)O)CCOCC1)C(=O)O (centres undefined) | -6% | -3.8% | i | -18% | -0.2% | 6% | -1% | 1.0 | -1.4% | -14%
COc1ccc(OC)c(NC(=O)[C@H]2CC=CC[C@H]2C(=O)O)c1 | 15% | -0.5% | i | 7% | 0.2% | 1% | 20% | 0.8 | -1.1% | 9%
Cc1ccc(C(=O)N/C(=C\c2ccc(-c3ccc(Br)cc3)o2)C(=O)NCCCN(C)C)cc1 | -45% | 12% | + | -21% | -0.2% | -7% | 15% | nt | 0.3% | 25%
O=C(O[C@@H]1OC2COC(=O)c3cc(O)c(O)c(O)c3-c3c(cc(O)c(O)c3O)C(=O)O[C@@H]([C@H]1O)[C@@H]2O)c1cc(O)c(O)c(O)c1 | 30% | -1.9% | i | -31% | 0.2% | -1% | 6% | 1.0 | 32% | 6%
COc1ccc(C/C(C)=N/NC(=S)Nc2ccccc2)cc1 | -22% | -0.4% | i | -51% | -0.4% | 1% | -31% | 0.0 | -2.3% | 14%
Cc1csc(NC(=O)c2ccccc2[N+](=O)[O-])n1 | -8% | -10% | i | -3% | 0.3% | 7% | 9% | 0.6 | 1.0% | 6%
Cc1nnc(SCC(=O)N2CCN(C(=O)c3ccco3)CC2)n1-c1ccccc1 | -28% | -5.8% | i | -19% | 0.7% | 1% | 21% | 0.5 | -1.2% | -7%
COC(=O)Nc1cc(C)nc2ccccc12 | 5% | -5.0% | i | -26% | 0.3% | -10% | 4% | 1.2 | -0.8% | -7%
COc1ccc(CC(=O)Oc2cc(C)ccc2C)cc1 | -11% | 5.9% | i | 11% | -0.2% | -14% | -7% | 0.2 | -2.9% | -4%
CCC(=O)Nc1c2c(nn1-c1ccc(F)cc1)CS(=O)(=O)C2 | -6% | 6.1% | i | -13% | -0.3% | -17% | 0% | 0.2 | -0.9% | 2%
Cc1ccc(CNC(=O)C2CCN(S(=O)(=O)c3cccs3)CC2)cc1 | -22% | -2.1% | i | -18% | -0.2% | -6% | -6% | 0.0 | 1.0% | -5%
COc1cccc(F)c1C(C[N+](=O)[O-])c1c(N)n(C)c(=O)n(C)c1=O (centres undefined) | 21% | 2.3% | nt | 2% | -0.2% | 2% | -34% | nt | -0.5% | 0%
CCN1CCc2c(sc(NC(=O)Cc3ccccc3)c2C(=O)OC)C1 | -22%[20 µM] | -5.5% | i | -13% | 0.7% | 4% | 21% | 3.5 | -1.4% | 9%
COc1ccc(S(=O)(=O)NN(C)c2ncc(C(F)(F)F)cc2Cl)cc1 | -7% | 2.1% | i | -42% | -0.5% | -6% | -11% | 0.2 | -0.7% | 3%
CCCCCc1ccc(OCCCC[n+]2cccc(C)c2)c(CCCCC)c1 | -11%[20 µM] | nt | nt | 7% | -0.1% | 24% | 38% | nt | -1.0% | 12%
CC1=CC(=O)C(C(C)=Nc2ccccc2Cl)C(=O)O1 (centres undefined) | 10% | -2.1% | i | 7% | -0.1% | 10% | 16% | 0.3 | -0.1% | -3%
CCCc1ccc2oc(C(=O)N3CCNC(=O)C3CC(=O)OC)c(C)c2c1 (centres undefined) | 19% | -2.1% | i | -14% | 0.1% | -20% | 0% | 0.8 | -1.8% | 24%
Cn1ccc(C(=O)Nc2cccnc2Cl)n1 | -1% | -2.3% | i | -34% | 0.0% | -10% | -4% | 0.4 | 0.2% | 2%
CC1CCCC(C)N1/N=C/c1cccc([N+](=O)[O-])c1 (centres undefined) | -36%[20 µM] | 3.3% | i | 17% | -0.1% | 0% | 12% | 0.3 | -0.3% | 13%
N#Cc1c(NC(=O)C(=O)NCCCN2CCOCC2)sc2c1CCCC2 | -4% | -5.8% | i | -23% | -0.2% | 0% | 18% | 0.6 | 1.3% | 15%
O=C1CN(C(=O)COc2ccc(F)cc2Br)c2ccccc2N1 | 18%[20 µM] | -1.4% | i | -48% | 0.2% | -2% | -4% | 1.0 | -1.8% | 7%
CN(C)C(=S)Nc1cccc(C(F)(F)F)c1 | 5% | -1.5% | i | 3% | 1.0% | -3% | 20% | 0.4 | -0.7% | 11%
COCCNS(=O)(=O)c1cc(F)ccc1OC | 27% | 2.2% | i | -30% | -0.1% | -11% | 3% | 0.5 | 2.3% | 20%
CCN(CC)c1ccc(CN2CCCCCC2)cc1 | -25% | 3.1% | i | 24% | -0.1% | -4% | 18% | 0.6 | -1.4% | 10%
Cc1cc(C)c2c(CC(=O)NC3CCS(=O)(=O)C3)coc2c1 (centres undefined) | 1% | 1.1% | i | -32% | -0.1% | -4% | 6% | 3.6 | -1.4% | 21%
COCCn1c(SCC(=O)Nc2cc(OC)ccc2OC)nc2c(c1=O)SC(C)C2 (centres undefined) | 35% | -4.2% | i | -10% | -0.1% | -14% | 9% | 0.4 | -1.2% | 2%
CC(C)C[C@H](NC(=O)c1nc[nH]c1C(=O)N[C@@H](CC(C)C)C(=O)OC(C)(C)C)C(=O)OCc1ccccc1 | -48%[20 µM] | 1.5% | nt | -24% | 0.0% | 2% | -8% | nt | 1.9% | 20%
CCC1=C(OC(=O)N(CC)CC)N2C(=O)OC(=NCCc3c[nH]c4ccccc34)[C@]2(Cc2ccccc2)[C@H]2C1=CC[C@H]1C(=O)N(c3ccccc3)C(=O)[C@H]12 | 17% | 3.5% | i | 2% | -0.1% | 9% | 16% | 2.9 | 0.3% | -4%
COc1c(N2CCN[C@H](C)C2)c(F)cc2c(=O)c(C(=O)O)cn(C3CC3)c12 | -43%[20 µM] | 0.6% | nt | 40% | -0.1% | -5% | 12% | nt | 0.3% | -16%
CSc1cccc(NC(=S)N2CCC(N(C)C3CCCCC3C)CC2)c1 (centres undefined) | 14% | -1.9% | i | -15% | 0.5% | -16% | 15% | 0.1 | 1.4% | 11%
CN1CCN(c2ccc(NC(=O)CSc3ccccc3)cc2F)CC1 | 27% | -4.7% | i | -3% | -0.4% | 12% | -96% | 1.1 | 0.8% | -8%
Cc1noc(C)c1COC(=O)COc1ccc(-c2ccccc2)cc1 | 18% | 2.0% | i | 0% | 0.0% | 9% | 5% | 0.6 | -1.4% | -1%
CC(C)Cn1c(CCCNC(=O)c2ccc(F)cc2)nc2ccccc21 | -1% | -5.4% | i | -18% | 0.2% | 6% | -2% | 2.4 | 1.9% | 13%
O=C(CN1CCCCC1)Nc1nc(-c2ccccc2)cs1 | 37% | -4.3% | i | -6% | 0.0% | 2% | -68% | 0.2 | -2.1% | 7%
CCCn1c(=O)c(C(=O)Nc2cnccn2)c(O)c2ccccc21 | -12% | -1.4% | nt | -23% | -0.1% | 11% | -10% | nt | 2.3% | 5%
Cc1ccc(CNC(=O)CNC(=S)N(Cc2ccccc2)Cc2ccccc2F)cc1 | -10% | 2.7% | i | -17% | -0.7% | -18% | -3% | 1.1 | 1.0% | -11%
CC1CCN(S(=O)(=O)c2ccc(NC(=O)CSc3nnnn3C)cc2)CC1 | 15% | -4.1% | i | -16% | -0.2% | -7% | -6% | 0.8 | -1.9% | 12%
CCCc1ccc(S(=O)(=O)N(C)S(=O)(=O)c2ccc(F)cc2)cc1 | -16% | -3.5% | nt | 19% | -0.1% | 18% | 15% | nt | -0.9% | 1%
CSc1nc2ccccc2s1 | -17% | 9.1% | i | -21% | 0.5% | -6% | 3% | 2.0 | 1.6% | -3%
COc1ccccc1C(=O)Nc1ccc2c(c1)nc(CN1CCCCC1)n2C | 31% | -4.4% | i | -38% | -0.2% | -8% | -9% | 0.2 | -1.8% | 7%
CCOC(=O)/C(=N\Nc1ccccc1[N+](=O)[O-])c1csc(Nc2ccccc2)n1 | 16% | -6.0% | i | -24% | 0.1% | -7% | 12% | 0.3 | -5.1% | 0%
CCn1c(SCC(=O)Nc2nccs2)nnc1C1CC1 | -49% | -1.1% | i | -13% | -0.2% | -3% | 2% | 0.3 | 2.0% | 3%
Cc1ccc(CS(=O)Cc2ccc(C(=O)NCc3ccccc3)o2)cc1 (centres undefined) | -16% | 1.9% | i | -20% | 0.4% | 2% | -7% | 0.0 | -0.1% | -2%
O=C(CSc1nnc(Cc2cccs2)n1CCc1ccccc1)N1CCCc2ccccc21 | -45% | 1.2% | i | 17% | -0.2% | -21% | -47% | 1.9 | -0.4% | 10%
CCC(=O)NCCc1nc2cc(NC(=O)c3ccc(OC)cc3)ccc2n1C | 4% | -0.3% | i | -5% | -0.1% | -4% | 2% | 7.0 | 0.0% | 0%
CCCCC#Cc1cncc(C(=O)NN)c1 | 24% | 3.7% | i | -8% | 0.2% | 11% | -1% | 0.5 | -2.0% | 6%
O=C1Nc2ccc(Br)cc2C1Cc1ccccc1F (centres undefined) | -4% | 4.5% | i | 42% | -0.1% | 4% | 5% | 0.1 | -1.2% | -8%
O=C(CCCOc1ccc(Cl)cc1Cl)NNC(=O)C1CCC1 | 7% | -2.8% | i | -43% | 0.5% | 8% | -8% | 0.2 | 0.5% | 0%
COc1cc2c(cc1NC(=S)Nc1cccc3ccccc13)oc1ccccc12 | -62% | 14% | i | 12% | -0.1% | 1% | -68% | 0.5 | -2.8% | 24%
O=C(NNC(=O)c1cc2cc(Br)ccc2oc1=O)c1ccc(O)cc1O | 12% | -5.8% | i | -6% | 0.7% | -9% | -37% | 0.1 | 8.2% | 12%
Cc1nn(C)c(C)c1S(=O)(=O)N1CCCC(C(=O)NC2CCCCC2)C1 (centres undefined) | 6% | 3.1% | i | -3% | 1.3% | 4% | 0% | 1.1 | 0.7% | 4%
O=C(CN1CCN(c2ccccn2)CC1)NCc1cccs1 | 1% | -5.3% | i | -18% | -0.1% | 3% | -7% | 0.8 | -2.1% | -1%
